# Source: PubChem BioAssay (several laboratories)
# MRP1 act: activators of MRP-1; H69AR cells + doxorubicin, viability rescue, CellTiter-Glo; hit rate 0.61% among 140,000; viability increase, % at 10 µM;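 active = viability gain under doxorubicin at or above a set limit, the compound median plus 3 SD, cut at about 4.7% in these data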;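 also: MRP-1 overexpressing cells given doxorubicin 25 µM after compound pretreatment; 18-22 h compound pretreatment then 72 h with doxorubicin before readout; 0% = doxorubicin-only wells and 100% = vehicle-treated cells without doxorubicin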
# bCat KO growth: beta-catenin-lacking colon tumor cell growth suppression. HCT116 beta-catenin knockout viability, CellTiter-Glo, 60 h; hits give low values. viability, % at 10 µM. hit rate 1.5% among 140,000;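 active = viability at or under a set limit, the compound median less 4 SD, cut at about 6% in these data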;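 also: 0% = Hyamine 1622 control at 20 µM and 100% = untreated cell control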
# GALR2 antag: blocks the human galanin receptor 2; O43603; GALR2-expressing cells, antagonist mode; inhibition, % at 4 µM; hit rate 0.39% among 140,000; AID 828; in the data active = inhibition above about 27%;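 also: cells stimulated with galanin 1-16 at roughly its EC80; 0% = agonist challenge control and 100% = basal control without agonist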
# Target sequence (O43603 whole entry, looked up): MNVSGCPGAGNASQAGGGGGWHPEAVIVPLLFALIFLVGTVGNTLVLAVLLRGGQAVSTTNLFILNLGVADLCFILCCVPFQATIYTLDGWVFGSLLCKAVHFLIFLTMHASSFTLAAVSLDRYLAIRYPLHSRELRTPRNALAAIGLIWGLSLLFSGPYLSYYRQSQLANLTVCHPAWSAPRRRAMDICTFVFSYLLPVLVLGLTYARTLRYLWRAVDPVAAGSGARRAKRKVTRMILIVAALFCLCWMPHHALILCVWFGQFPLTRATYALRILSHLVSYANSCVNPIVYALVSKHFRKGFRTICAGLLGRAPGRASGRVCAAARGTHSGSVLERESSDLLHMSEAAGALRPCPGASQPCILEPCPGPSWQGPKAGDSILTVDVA
# Phagocyt inh: inhibitors of macrophage phagocytosis; inhibition, % at 5 µM; hit rate 0.07% among 110,000; J774A.1 macrophage IgG-bead phagocytosis, imaging; AID 1029;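 active = inhibition above the mean of the plate negative controls plus 5 SD, cut at about 13% in these data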;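 also: phagocytic index as fraction of beads internalized from green versus red external bead signal; plate controls were DMSO negative control for no effect and cytochalasin-D positive control for full effect; some results beyond the cut were filed as inactive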
# HCT116 PTEN-null: growth suppressors of cells with PTEN tumor suppressor deletion; HCT116 PTEN-null viability, CellTiter-Glo, 60 h; hits give low values; hit rate 1.2% among 140,000; AID 827; viability, % at 10 µM;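 active = viability at or below a set limit, 4 SD under the median of all tested compounds, cut at about 3.7% in these data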;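 also: PTEN knockout HCT116 line with beta catenin targeted HCT116 as companion control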
# E-sel TNF inh: blocks E-selectin expression induced by TNF alpha. HUVEC TNFa-induced E-selectin immunofluorescence, high content. inhibition, % at 2 µM. hit rate 0.71% among 120,000;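 active = inhibition above the batch mean plus 3 SD, and confirmed as a hit on visual image review, cut at about 43% in these data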;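 also: 0% = TNF-stimulated DMSO wells and 100% = unstimulated control wells; not every result past the cut was called active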
# Yeast growth inh: chemicals that inhibit yeast BB579 growth in restrictive medium (lifespan-shortening candidates); hit rate 0.51% among 140,000; AID 804; S. cerevisiae BB579 growth, OD615, 48 h; inhibition, % at 10 µM;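 active = inhibition above a set limit, 3 SD over the mean compound inhibition, cut at about 44% in these data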; also: inactives centre near -24
#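 Detection: OD615 turbidity measurement; Material: Saccharomyces cerevisiae DeaD strain BB579, replicative lifespan model yeast; Timing: 48 h exposure, 30 °C; Doses: single 10 µM dose; Medium: CSMM-D restrictive synthetic medium containing dextrose (glucose); Controls: amphotericin B at 10 µg/mL as positive control.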
# Yeast life ext: yeast lifespan extension. S. cerevisiae growth with nicotinamide, OD615; deaD strain in restrictive glucose medium. inhibition of the nicotinamide effect, % at 10 µM. hit rate 0.68% among 130,000. AID 775;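 active = inhibition above a set limit, placed 3 SD over the median of all compounds, cut at about 26% in these data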;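 also: 0% = nicotinamide-treated wells and 100% = cells grown without nicotinamide; some compounds called inactive have numbers as strong as hits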
#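 Assay system: DeaD-strain S. cerevisiae. Medium: CSMM-D glucose medium, restrictive. Reagent: nicotinamide, 1.5 mM, co-present with compound. Compound: 10 µM single point, 0.25% DMSO. Schedule: culture preincubation 4 h, compound exposure 48 h, both 30 °C. Detection: absorbance at 615 nm.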
# Measles CPE: protection of cells from measles virus; Measles virus-infected cells, CPE protection, absorbance; protection (pct of control), % at 4 µM; hit rate 1.5% among 140,000; AID 841; in the data active = protection mostly above about 24%, no sharp cut-off; inactive = mostly below about 26%; also: some compounds called inactive have numbers as strong as hits
# NPY Y2 blocker: blocks the human neuropeptide Y Y2 receptor; P49146; hit rate 0.99% among 140,000; AID 793; inhibition, % at 2.7 µM; NPY-Y2 expressing cells, antagonist mode; in the data active = inhibition above about 17%;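 also: 0% = vehicle with agonist challenge and 100% = reference antagonist with challenge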
# Target sequence (P49146 whole entry, looked up): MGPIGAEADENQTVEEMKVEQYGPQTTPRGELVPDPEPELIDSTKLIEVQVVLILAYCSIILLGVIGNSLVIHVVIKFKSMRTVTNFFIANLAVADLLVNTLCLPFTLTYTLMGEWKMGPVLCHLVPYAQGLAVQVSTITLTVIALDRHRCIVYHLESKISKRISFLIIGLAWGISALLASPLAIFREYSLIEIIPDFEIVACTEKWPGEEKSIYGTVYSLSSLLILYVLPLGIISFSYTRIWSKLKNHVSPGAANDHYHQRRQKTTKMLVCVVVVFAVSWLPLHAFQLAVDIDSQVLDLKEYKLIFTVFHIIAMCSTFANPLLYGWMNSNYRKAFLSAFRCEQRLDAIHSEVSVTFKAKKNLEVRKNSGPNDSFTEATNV
# An asterisk follows results filed as active; · = not tested or not shown; & = joins results of further samples. No enrichment for hits. Share with any hit: about 6.1%.
item	smiles	MRP1 act	bCat KO growth	GALR2 antag	Phagocyt inh	HCT116 PTEN-null	E-sel TNF inh	Yeast growth inh	Yeast life ext	Measles CPE	NPY Y2 blocker
1	O=C(CSc1nnc(Cn2c(=O)sc3ccccc32)n1-c1ccccc1)N1CCOCC1	-2.5	85	2	0	88	·	-31	-5	37	-3
2	CCOC(=O)CSc1nnnn1-c1cc(OC)c(Cl)cc1OC	-2.5	102	-1	·	91	·	-51	-7	6	5
3	COc1cc(C2C(C(=O)c3ccc(C)o3)=C(O)C(=O)N2Cc2cccnc2)ccc1O (stereo unspecified)	-2.4	93	-13	1	100	-10	-27	-6	4	2
4	CC(=O)NCc1ccc(S(=O)(=O)N/N=C/c2ccc(Br)cc2)cc1	1.2	80	0	-7	86	·	-45	0	11	6
5	O=C(Nc1cccc(C(F)(F)F)c1)c1cc2c(=O)c3ccccc3oc2nc1C(F)(F)F	-2.9	69	-47	0	67	2	-13	-24	10	7
6	COCCCNC(=O)Cn1ncc2c(=O)oc3ccccc3c21	-0.7	99	-8	-4	104	-25	-4	-4	3	11
7	O=C(NCc1ccc(F)cc1)C(=O)NCC1OCCN1S(=O)(=O)c1cccs1 (stereo unspecified)	2.9	93	-4	·	92	14	-34	0	16	1
8	CC(C)(C)NC(=O)C1N(c2cccnc2)C(=O)C2C(C(=O)Nc3ccccc3)C3(C)C=CC21O3 (stereo unspecified)	0.9	97	-7	-2	91	-9	13	-4	9	1
9	COc1cc(CN2CCN(C(=O)CC(C)C)CC2)cc(OC)c1O	-2.9	95	-6	-2	89	-10	-31	-3	31	-1
10	O=S(=O)(c1ccc(OCC(O)CN2CCN(c3ccccc3Cl)CC2)cc1)N1CCOCC1 (stereo unspecified)	0.1	72	0	0	77	-12	-28	-11	5	-1
11	Cc1ccc(C(=O)COC(=O)C2C3C=CC(C3)C2C(=O)OCC(=O)c2ccc(C)c(C)c2)cc1C (stereo unspecified)	-3.0	58	-1	2	58	7	-18	-8	5	0
12	COC(=O)c1sc2nc[nH]c(=O)c2c1C	-1.7	104	-3	-1	102	·	-10	-11	15	6
13	O=C(O)/C(=C\c1ccccc1Cl)c1ccc(S(=O)(=O)N2CCCCC2)s1	0.3	85	8	-1	92	-5	-18	9	4	6
14	COc1ccc(C2=NCC(CSc3nnc(-c4ccc5c(c4)OCO5)o3)S2)cc1 (stereo unspecified)	-2.4	66	-5	-1	65	5	-24	-11	5	4
15	O=C(c1ccc(S(=O)(=O)N2CCOCC2)cc1)N1CCN(c2cccc(Cl)c2)CC1	-4.1	90	-7	0	86	9	-8	-9	1	-2
16	Cc1noc(C)c1C(=O)OCC(=O)Nc1ccccc1C(=O)NC(C)c1ccccc1 (stereo unspecified)	-4.8	64	1	·	70	-12	-23	·	4	2
17	CCOc1ccc(NC(=O)CSCc2cnn(-c3ccccc3)c2-n2cccc2)cc1	-0.8	94	-10	·	102	-5	-60	1	14	3
18	COc1cc(/C=C2\SC(c3ccc(C)cc3)=NC2=O)ccc1O	0.5	79	1	-2	84	-45	-31	-7	8	1
19	CCCc1nc(NCc2ccc3c(c2)OCO3)c2nnn(Cc3ccccc3Cl)c2n1	-7.8	12	4	·	9	8	-42	·	10	1
20	N#Cc1nc(COc2ccccc2F)oc1N1CCCCCC1	2.4	82	-10	-1	80	-17	-17	-11	6	2
21	O=C(/C=C1\SC(=O)N(CC(=O)Nc2ccc(Cl)cc2)C1=O)Nc1ccc(F)cc1	-3.2	94	5	0	90	·	-18	-1	8	-2
22	O=C(CNC(=O)c1ccc([N+](=O)[O-])cc1)N/N=C\c1ccc(OC(=O)c2ccccc2)cc1	-1.5	66	-4	·	75	-46	-45	-14	13	2
23	COc1ccc(CC(NC(C)=O)C(=O)NC2CCN(c3c(Cc4ccccc4)c(C)nc4ncnn34)CC2)cc1OC (stereo unspecified)	-1.1	87	5	-3	106	-43	-38	12	7	5
24	CCc1ccc(Oc2cc(C)nc(N)n2)cc1	-1.3	87	3	·	95	14	-4	·	30	-2
25	Cc1ccc(Cl)cc1NC1=NC(=S)N(C(C)C)C12CCCCC2	-0.1	79	-2	·	82	-12	-16	·	3	0
26	COC(=O)c1ccc(SCC(=O)NC2CCCC2)c([N+](=O)[O-])c1	-1.0	93	1	-9	98	-5	-6	0	2	3
27	CCOc1ccc(NC(=O)Nc2ccc3nccnc3c2)cc1	-1.9	76	6	-2	82	·	-28	-16	6	-1
28	COc1ccc(N=C2SCC(=O)N2c2ccc(OC)cc2)cc1	-3.5	99	-7	0	89	87*	-23	0	22	1
29	Cc1ccc(-c2csc3ncnc(-n4nnc5ccccc54)c23)cc1C	-3.4	73	12	1	84	4	-16	0	9	5
30	CC1(C)OC(=O)C(=NNc2ccccc2)C(=O)O1	-1.8	91	4	-1	104	11	-9	-1	3	-2
31	CCn1c(=O)cc(SCC(=O)NCc2cccnc2)c2ccccc21	-2.8	92	-11	·	101	3	-48	-14	4	-1
32	CCOCC(=O)Nc1cc(C(=O)OC)cc(C(=O)OC)c1	-3.5	101	0	1	99	·	-43	-1	3	1
33	Cn1c(SCC(=O)N2CCOCC2)nc(O)cc1=O	-0.6	86	2	-1	91	-3	1	-2	10	-1
34	Cc1ccc(-c2nnc(SCC(=O)NCC3CCCO3)n2C)cc1 (stereo unspecified)	-0.2	90	-1	0	99&94	-3	-10	-7	18	7
35	CCCNC(=O)C1CNc2ccccc2O1 (stereo unspecified)	-4.7	93	13	-2	106	-8	22	-4	13	4
36	NC(=O)c1ccccc1NC(=S)NC(=O)CCc1ccccc1	-3.5	17	16	4	16	-2	-28	-1	0	5
37	Cc1oc(-c2ccccc2)nc1CSc1nc2c(c(=O)[nH]1)CCC2	-0.9	88	-1	·	94	10	-10	0	10	2
38	Cn1c(=O)c2c(nc(NCCc3ccccc3)n2CC(=O)NCCc2ccccc2)n(C)c1=O	-0.5	69	2	-1	69	20	-36	-10	5	1
39	CC1CCCN(CCCNC(=O)c2coc3nc4ccccc4nc23)C1 (stereo unspecified)	2.7	91	-10	·	96	2	-34	-20	11	-1
40	O=C(COc1ccc(S(=O)(=O)N2CCCC2)cc1Cl)NC1CCCC1	-0.2	85	-10	1	85	29	-19	-11	4	-3
41	Nc1ccc(N2CCOCC2)c(Cl)c1	-1.2	86	6	4	101	8	-19	-9	22	0
42	CN(Cc1ccccc1)S(=O)(=O)c1cccc2cccnc12	-0.5	80	-1	0	73	16	-8	-9	7	6
43	CCc1ccc(CN(C)CC(=O)Nc2ccccc2[N+](=O)[O-])cc1	-0.3	93	3	-4	94	·	-33	-1	17	7
44	O=C(Nc1ccc(NC(=O)c2ccco2)cc1)c1ccc2c(c1)OCO2	-5.4	99	12	3	78	·	-50	-1	8	3
45	CN(C)S(=O)(=O)c1cccc(C(=O)NCc2ccco2)c1	-1.7	91	8	-3	96	21	-54	-1	28	3
46	CNC(=O)C1CC(=O)N(CCc2ccc(OC)cc2)C(=Nc2ccc(OC)cc2)S1 (stereo unspecified)	-1.6	100	6	·	101	-14	-27	·	7	3
47	S=C(Nc1ccc(Oc2ccccc2)cc1)NC1CCCC1	-4.0	95	5	-7	90	1	20	-5	19	2
48	COCCn1nnnc1C(C(C)C)N(Cc1cccnc1)Cc1cc2cc(OC)ccc2[nH]c1=O (stereo unspecified)	-1.9	89	-15	2	93	-23	2	-4	0	3
49	Cc1ccc(C)c(S(=O)(=O)NCC(=O)Nc2sc3c(c2C(N)=O)CCC(C)C3)c1 (stereo unspecified)	-0.1	94	-1	-1	100	-11	-24	-8	10	1
50	Cc1nnc(SCC(=O)NC(C)(C)C)n1C1CCCCC1	-0.3	101	0	1	92	·	-15	-3	6	0
51	COc1cccc(-n2c(Cc3cc(=O)[nH]c(=O)[nH]3)nnc2SCc2cccnc2)c1	1.1	96	-1	1	92	·	-6	-3	44*	0
52	COc1ccc(NC(=O)Cn2nc(C(F)(F)F)c3c2CCCC3)c(OC)c1	-1.6	81	-1	0	96	-21	-26	-8	19	8
53	NCCCCCc1nnc(SCC(=O)Nc2cccc(Cl)c2)o1	-2.4	82	6	-1	89	57	-49	-3	19	0
54	CCCSC1=N/C(=C\C=C\c2ccco2)C(=O)S1	-2.0	98	6	-1	87	2	0	-10	1	1
55	CCSc1nc(C)c(C(C)=O)cc1C#N	-2.0	93	-20	0	103	-4	-22	-6	38	2
56	Cc1ccc(-c2csc(C3C(N)=NC(S)=C(C#N)C34CCCCC4)n2)cc1 (stereo unspecified)	-3.4	92	-11	-1	99	4	-26	0	4	2

# The list goes on.
item	smiles	MRP1 act	bCat KO growth	GALR2 antag	Phagocyt inh	HCT116 PTEN-null	E-sel TNF inh	Yeast growth inh	Yeast life ext	Measles CPE	NPY Y2 blocker
57	COc1ccc(/C(N)=N/OC(=O)c2ccc(C)c([N+](=O)[O-])c2)cc1OC	-1.1	99	-1	0	107	11	-13	-10	9	4
58	O=C(Oc1cccc(NC(=O)c2ccco2)c1)c1ccc(Br)c(S(=O)(=O)N2CCCCC2)c1	-4.5	101	-15	0	97	7	-37	2	13	8
59	COc1ccc(-n2nc3c(c2NC(=O)c2c(-c4ccccc4Cl)noc2C)CS(=O)(=O)C3)cc1	-3.0	92	5	0	76	·	-28	-18	12	11
60	O=C(c1cccnc1)N1CCN(Cc2cccc(Br)c2)CC1	-0.5	96	-2	1	108	1	-11	-4	9	-2
61	CCCCCCCCCc1nc2sc3c(c2c(=O)n1NC(=O)c1ccccc1[N+](=O)[O-])CC(C)(C)OC3	-0.7	85	-31	·	89	·	-27	3	11	5
62	Cc1ccccc1C(=O)N/N=C/c1ccsc1C	2.2	97	-4	2	102	17	-12	0	11	2
63	COc1nn(C(C)C(=O)N2N=C(C(F)F)CC2(O)C(F)F)cc1[N+](=O)[O-] (stereo unspecified)	-0.6	89	0	·	90	-39	-21	·	17	-2
64	CCCCOC(=O)Nc1nnc(CCOCC)s1	-0.4	92	5	-2	91	-11	8	-20	7	2
65	COc1nc(N2CCCCCC2)nc(N2CCCCCC2)n1	-1.3	64	9	-1	78	3	-43	5	19	2
66	CCn1c(N2CCN(C(=S)NC)CC2)nc2ccccc21	-0.7	93	-5	·	102	-3	-5	-19	18	1
67	Cc1ccc2oc(=O)c3cnn(CC(=O)NCCN4CCOCC4)c3c2c1	-0.2	112	0	0	100	1	-10	-3	9	1
68	COc1ccc(-n2nnnc2SCC(=O)NNC(=O)c2ccc([N+](=O)[O-])cc2)cc1	2.5	98	6	-5	107	4	-26	-4	6	1
69	O=S(=O)(c1ccc(-c2csc(-c3cccnc3)n2)cc1)N1CCCCC1	-0.9	90	3	·	99	-16	-35	-4	14	-2
